Rtt109 HAT inh – C. albicans Rtt109 histone acetyltransferase inhibition | inhibition, % at 34.9 µM | AID 540336 | purified Rtt109/Vps75, ThioGlo CoA-SH fluorescence, 4 h | 330,000 tested, 0.16% active | Q5AAJ8;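 active means inhibition of at least 50% in every replicate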
PKA-R2B activ – activators of human PKA-R2B complex; P22694+P31323; PKA-R2B holoenzyme dissociation, Cy5-IP20 fluorescence polarization; R2B truncated from residue 108, S112A mutant; 0% DMSO only, 100% 113 µM cGMP; AID 504700; 340,000 tested, 0.079% active; activation, % at 11.4 µM;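 active means activation above a cutoff set at the mean over all compounds plus 3 SD, cut at about 18% in these data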;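 further: higher means more holoenzyme dissociation and a rise in polarization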
Target sequence (P31323 whole entry, looked up, other chains not shown, the tested form may be a part): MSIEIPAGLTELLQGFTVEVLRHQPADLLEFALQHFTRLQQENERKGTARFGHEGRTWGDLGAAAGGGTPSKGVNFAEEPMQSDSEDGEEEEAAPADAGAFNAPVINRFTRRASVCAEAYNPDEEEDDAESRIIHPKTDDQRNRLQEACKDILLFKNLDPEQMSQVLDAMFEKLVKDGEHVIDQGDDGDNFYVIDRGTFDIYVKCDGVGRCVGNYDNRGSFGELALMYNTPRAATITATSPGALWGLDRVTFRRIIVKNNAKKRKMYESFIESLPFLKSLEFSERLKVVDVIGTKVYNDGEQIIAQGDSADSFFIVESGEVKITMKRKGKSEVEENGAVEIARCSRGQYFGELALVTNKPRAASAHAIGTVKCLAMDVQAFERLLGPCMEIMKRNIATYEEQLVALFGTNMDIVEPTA
RTF Ca sens inh – cardiac RTF calcium desensitization; P19429+P45379; inhibition, % at 7.15 µM; IANBD-labeled cardiac RTF, Ca2+ fluorescence; 340,000 tested, 0.12% active;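 active means inhibition above the mean inhibition of all tested compounds plus 3 SD, cut at about 17% in these data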;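 further: assay run at fixed EC70 calcium of 1.6 mM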
DAGLB inhibitor – blocks human DAGLB lipase activity | HEK293T DAGLB membrane lysate, EnzChek fluorogenic substrate | Q8NCG7 | inhibition, % at 5.17 µM | 340,000 tested, 0.059% active; in the data active means inhibition above about 34%;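 further: 0% = enzyme with vehicle and 100% = wells lacking enzyme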
Target sequence (Q8NCG7 whole entry, looked up): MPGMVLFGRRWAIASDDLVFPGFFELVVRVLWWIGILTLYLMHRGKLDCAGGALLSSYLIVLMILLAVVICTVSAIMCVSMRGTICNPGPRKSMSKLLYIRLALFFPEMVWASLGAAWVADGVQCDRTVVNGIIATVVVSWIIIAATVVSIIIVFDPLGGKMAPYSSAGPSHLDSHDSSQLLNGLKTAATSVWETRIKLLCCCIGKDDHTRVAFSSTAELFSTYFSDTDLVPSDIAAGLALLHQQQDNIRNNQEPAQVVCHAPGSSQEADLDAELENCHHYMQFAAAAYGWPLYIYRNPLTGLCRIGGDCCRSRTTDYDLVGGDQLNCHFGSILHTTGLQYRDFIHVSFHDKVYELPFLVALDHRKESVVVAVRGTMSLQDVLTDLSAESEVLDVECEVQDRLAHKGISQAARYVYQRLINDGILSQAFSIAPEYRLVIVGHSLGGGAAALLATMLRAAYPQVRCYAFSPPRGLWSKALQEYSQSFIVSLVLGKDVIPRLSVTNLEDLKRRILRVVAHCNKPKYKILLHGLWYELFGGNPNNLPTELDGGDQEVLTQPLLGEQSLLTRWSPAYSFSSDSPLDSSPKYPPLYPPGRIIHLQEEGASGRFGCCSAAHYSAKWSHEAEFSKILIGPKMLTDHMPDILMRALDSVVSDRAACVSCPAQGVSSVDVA
Keap1-Nrf2 PPI – disrupts human Keap1 binding to Nrf2 peptide; Keap1 Kelch-Nrf2 peptide fluorescence polarization, 1536-well; inhibition, % at 9.4 µM; 340,000 tested, 0.15% active; in the data active means inhibition above about 12%;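 further: human Keap1 Kelch domain with fluorescein labeled Nrf2 9mer peptide probe; 0% = neutral control wells and 100% = peptide positive control; higher means more block of Keap1 binding to Nrf2 peptide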
CAL PDZ FP-1 – inhibitors of human CAL PDZ peptide binding; AID 504414; purified CAL PDZ, TMR-peptide fluorescence polarization, 1 h; 330,000 tested, 0.02% active; inhibition, % at 20 µM;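 active means highest replicate inhibition of at least 40%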;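 further: plate controls were DMSO neutral control wells for no effect and unlabeled competitor peptide control wells for full effect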
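Assay system – tagged CAL PDZ protein CerCALP, purified · Timing – 1 h at RT · Compound – single point, 20 µM · Measured by – fluorescence polarization from S- and P-plane intensities, G-factor corrected · Evaluation – inhibition from polarization loss · Probe or stimulus – TMR reporter peptide T*-PRC34 · Buffer or medium – pH 7.4 phosphate-saline buffer, reducing agent, detergent, IgG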
SR-BI uptake up – enhances SR-BI lipid uptake from DiI-HDL; CHO ldlA[mSR-BI] cells, DiI-HDL uptake fluorescence, 3 h; 100 = double the neutral-control signal; activation, % at 12.5 µM; 320,000 tested, 0.096% active; AID 504775;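 active means mean replicate activation of at least 60% and every replicate at or above 60%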;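 further: 0% = median plate neutral-control signal and 100% = twice that signal; values of inactives mirror those of a sister screen read the other way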
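Material: SR-BI-overexpressing, LDLR-lacking CHO cells; schedule: compound exposure 3 h, 37 °C; reagent: DiI-labelled HDL at 10 µg/mL final; technique: bottom-read fluorescence, 550/595 nm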
C-LANA FP – inhibitors of KSHV LANA C-terminal domain DNA binding; 340,000 tested, 0.078% active; MBP-C-LANA/FAM-LBS DNA binding, fluorescence polarization; AID 504423; inhibition, % at 9 µM;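 active means highest replicate inhibition at or above 60% at 9 µM, even if other replicates fall short; inactive means all replicates below 60% inhibition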;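 further: 0% = neutral control wells and 100% = 4 µM acridine orange control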
cardiac RTF act – increases calcium sensitivity of human cardiac regulated thin filaments | IANBD-labeled TnC RTF fluorescence at EC20 calcium; 0% EC20 calcium, 100% full calcium | activation, % at 7.2 µM | 340,000 tested, 0.24% active | AID 493008;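 active means activation above the mean over all tested compounds plus 3 SD, cut at about 30% in these data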;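 further: rise in fluorescence read as greater calcium sensitivity of cardiac thin filaments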
CAL PDZ FP-2 – CAL PDZ (human) peptide binding inhibition; Q9HD26; purified CAL PDZ, TMR-peptide fluorescence polarization, 1 h; inhibition, % at 24.9 µM; 300,000 tested, 0.92% active; AID 602252;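 active means mean inhibition of at least 30% with at least half of replicates also reaching 30%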;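 further: 0% = DMSO neutral control and 100% = excess unlabeled competitor peptide PRC23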
An asterisk follows results filed as active; / = no result given.

SMILES | Rtt109 HAT inh | PKA-R2B activ | RTF Ca sens inh | DAGLB inhibitor | Keap1-Nrf2 PPI | CAL PDZ FP-1 | SR-BI uptake up | C-LANA FP | cardiac RTF act | CAL PDZ FP-2
COc1ccc(S(=O)(=O)N(C)CC(=O)NCCN2CCOCC2)cc1C | 2 | -6 | -27 | 1 | 3 | -1.1 | / | 0.3 | 4 | 0
CN(C)C(=O)C12CCC(C)(C(=O)C1Br)C2(C)C (stereo not given) | -5 | 3 | 3 | 0 | 3 | -0.7 | 15 | 2.1 | 3 | /
O=C(c1ccc(Cl)cc1)N1CCN(CCOc2ccccc2)CC1 | -3 | -1 | 0 | -2 | -1 | / | -1 | -0.1 | 14 | -4
O=C(NNC(=O)c1cc(-c2ccc(Cl)cc2Cl)nc2ccccc12)Nc1ccccc1 | -5 | 0 | -6 | -8 | 1 | -0.6 | -11 | 2.3 | 5 | /
Cc1coc2c(C)c3oc(=O)c(CCC(=O)N4C[C@H]5C[C@@H](C4)c4cccc(=O)n4C5)c(C)c3cc12 | 6 | -8 | -6 | 0 | -5 | -2.9 | -7 | 0.0 | 7 | -3
C/C(CC(=O)Nc1ccc2c(c1)OCO2)=N\NC(=O)c1ccccc1N | 1 | / | / | / | 6 | -0.3 | 8 | -0.9 | / | /
COc1ccc(S(=O)(=O)Nc2cc(Cl)ccc2-n2cncn2)cc1 | 5 | 0 | -9 | 4 | 1 | -0.2 | -6 | -0.2 | 1 | 1
Cc1ccc2c(c1)C1CN(C)CCC1N2C(=S)Nc1ccc(Cl)cc1Cl (stereo not given) | 2 | -4 | -8 | 0 | 1 | 0.0 | 3 | 2.1 | 5 | 0
CC(=O)Nn1cc2c(c1-c1ccccc1)c(=O)n(C)c(=O)n2C | -10 | 9 | 2 | 0 | 5 | -2.3 | 20 | 0.6 | -5 | -6
CN(C=C1C(=O)CC(C)(C)CC1=O)CCN1CCNCC1 | 14 | 6 | 3 | 0 | 2 | -1.8 | 27 | -0.2 | -3 | -3
O=C1CCC(C(=O)N2CCOCC2)CN1Cc1ccc(Cl)cc1 (stereo not given) | -11 | 10 | -1 | 0 | 2 | -2.1 | / | -2.3 | 2 | -2
Cc1ccc(C(=O)N/C(=C\c2ccc(F)cc2)C(=O)NCc2ccncc2)cc1 | 3 | -19 | -10 | -1 | -1 | -0.4 | 45 | -1.6 | 2 | -5
CC(Oc1ccccc1F)C(=O)NN (stereo not given) | 1 | 10 | -11 | 1 | 1 | 0.0 | 19 | -1.1 | 8 | -5
CC(C)c1nnc(NC(=O)CCC(=O)N2CCN(C3c4ccccc4-c4ccccc43)CC2)s1 | -3 | -3 | -2 | 2 | -1 | 0.3 | -73 | -1.3 | -2 | 4
CCCSc1cc(=O)n(-c2ccccc2)nc1C(=O)O | / | -6 | -8 | -1 | -3 | -1.9 | 18 | -0.3 | -3 | 0
NC(=O)c1cc(-c2ccccc2)nc(Oc2ccccc2)n1 | / | 1 | -1 | -9 | 5 | -2.1 | -10 | 0.5 | 2 | -3
CCOC(=S)SCC(=O)N1CCc2cc(OC)c(OC)cc2C1C1C(=O)CC(C)(C)CC1=O (stereo not given) | -4 | -8 | -7 | 4 | -1 | -2.6 | 3 | -1.9 | 0 | -6
CCOC(=O)/C=C/c1ccc(C(F)(F)F)cc1S(=O)(=O)NC(C)(C)C | 3 | -10 | 1 | -6 | 2 | -0.1 | -8 | -0.3 | -1 | -1
O=C(Cn1cnc2c(oc3ccccc32)c1=O)NCc1ccccc1 | -1 | -1 | -4 | 2 | -1 | -0.2 | 16 | -1.2 | -2 | /
Cc1ccc2nc3c(cc2c1)c(NC(=O)C(C)(C)C)nn3CC(C)C | 18 | -14 | -11 | -12 | -8 | -0.6 | -28 | -0.4 | 10 | -1
O=c1[nH]c2nc(Cl)nc(Cl)c2[nH]1 | 2 | 5 | 10 | 1 | -7 | -0.7 | 23 | 0.7 | -5 | 81*
CCC(=O)Nc1ccc(S(=O)(=O)N2CCC(c3nc4ccccc4[nH]3)CC2)cc1 | / | 2 | -20 | 0 | / | -1.3 | 16 | / | 6 | 6
N#CCCCc1cc2cc(F)ccc2cn1 | -6 | 4 | 13 | 1 | 0 | 0.3 | 16 | -3.1 | -6 | -2
CCN(CC)CCNC(=O)c1ccc(NC(=O)Cc2ccsc2)cc1 | -2 | 8 | -5 | 3 | -2 | 0.0 | 26 | -0.6 | 6 | 4

Entries shown so far that contain a furan ring, fused or not (2):
SMILES | Rtt109 HAT inh | PKA-R2B activ | RTF Ca sens inh | DAGLB inhibitor | Keap1-Nrf2 PPI | CAL PDZ FP-1 | SR-BI uptake up | C-LANA FP | cardiac RTF act | CAL PDZ FP-2
Cc1coc2c(C)c3oc(=O)c(CCC(=O)N4C[C@H]5C[C@@H](C4)c4cccc(=O)n4C5)c(C)c3cc12 | 6 | -8 | -6 | 0 | -5 | -2.9 | -7 | 0.0 | 7 | -3
O=C(Cn1cnc2c(oc3ccccc32)c1=O)NCc1ccccc1 | -1 | -1 | -4 | 2 | -1 | -0.2 | 16 | -1.2 | -2 | /

Other structures:
SMILES | Rtt109 HAT inh | PKA-R2B activ | RTF Ca sens inh | DAGLB inhibitor | Keap1-Nrf2 PPI | CAL PDZ FP-1 | SR-BI uptake up | C-LANA FP | cardiac RTF act | CAL PDZ FP-2
O=C(NCc1ccccc1Cl)C1CCCO1 (stereo not given) | 0 | -2 | 0 | 1 | 0 | -0.4 | -12 | -1.0 | 2 | /
CCc1ccccc1NC(=O)CCOc1ccccc1 | 7 | 7 | 1 | -3 | -6 | -0.6 | 8 | -1.1 | 14 | 0
C=CCn1c(CNC(=O)c2ccco2)nnc1SCC(=O)Nc1cccc(F)c1 | -5 | 0 | 0 | 2 | -3 | 0.6 | -4 | -0.8 | -4 | 9
O=C(c1cccc(NS(=O)(=O)c2ccc(F)c(F)c2)c1)N1CCN(Cc2ccccc2)CC1 | -2 | -10 | -3 | -2 | 3 | 0.3 | / | 0.5 | -2 | -6
CC(NC(=O)C(=O)N1CCCCC1)C(c1cccs1)N1CCN(c2ccc(F)cc2)CC1 (stereo not given) | 4 | 2 | -12 | 2 | -4 | -0.5 | 15 | -1.6 | -1 | /
CCOC(=O)C(C(=O)OCC)C1CS(=O)(=O)CC1C(C(=O)OCC)C(=O)OCC (stereo not given) | 7 | -7 | -22 | -2 | -4 | -1.2 | -2 | -1.8 | -6 | -1
c1csc(C(c2nnnn2C2CCCC2)N2CCOCC2)c1 (stereo not given) | -7 | -5 | 5 | 4 | -7 | -0.5 | -13 | -0.3 | -5 | 0
COC(=O)COc1ccc(/C=N/NS(=O)(=O)c2ccccc2)cc1 | 16 | 1 | 4 | -1 | -1 | 0.3 | 16 | 0.9 | -1 | /
Cc1cccn2c(=O)c3cc(C(=O)N4CCN(Cc5ccccc5)CC4)sc3nc12 | -27 | 2 | -3 | 4 | 0 | -1.6 | -7 | 0.6 | 8 | 1
O=C(NCCCN1CCOCC1)c1c(F)c(F)c(F)c(F)c1F | 1 | -7 | -2 | 1 | -3 | -1.0 | -2 | 3.3 | -2 | 0
CC1CN(Cc2ccccc2)c2nc3c(c(=O)n(CC(=O)O)c(=O)n3C)n2C1 (stereo not given) | 4 | -1 | -4 | 0 | 3 | / | 20 | / | -3 | 3
O=C(CN1C(=O)CCSc2ccc(S(=O)(=O)N3CCCC3)cc21)NCc1ccccc1Cl | -11 | 10 | 0 | 6 | 1 | -0.8 | 2 | 0.4 | 2 | -6

Reformatted: entries from further up
Structure	Rtt109 HAT inh	PKA-R2B activ	RTF Ca sens inh	DAGLB inhibitor	Keap1-Nrf2 PPI	CAL PDZ FP-1	SR-BI uptake up	C-LANA FP	cardiac RTF act	CAL PDZ FP-2
C=CCn1c(CNC(=O)c2ccco2)nnc1SCC(=O)Nc1cccc(F)c1	-5	0	0	2	-3	0.6	-4	-0.8	-4	9
O=C(CN1C(=O)CCSc2ccc(S(=O)(=O)N3CCCC3)cc21)NCc1ccccc1Cl	-11	10	0	6	1	-0.8	2	0.4	2	-6

(next part)
SMILES | Rtt109 HAT inh | PKA-R2B activ | RTF Ca sens inh | DAGLB inhibitor | Keap1-Nrf2 PPI | CAL PDZ FP-1 | SR-BI uptake up | C-LANA FP | cardiac RTF act | CAL PDZ FP-2
Cc1cc(C)cc(NC(=O)CCn2c(=S)[nH]c3ccccc3c2=O)c1 | 14 | -16 | -3 | -1 | 2 | -2.3 | -11 | -0.5 | 1 | 1
COC(c1ccccc1)c1nnc(CCC(=O)N2CCN(CCOc3ccccc3)CC2)o1 (stereo not given) | -2 | 0 | -2 | 4 | -2 | -2.4 | -61 | 1.3 | 11 | -5
Cc1cc(N2CCCCC2)nc2ccc(NC(=O)CCC(=O)NCCC(C)C)cc12 | 4 | -7 | -19 | 1 | -7 | -0.5 | -37 | 0.5 | 3 | 1
Cc1ccc(C2CCN(C(=S)NC(C)(C)C)C2)cc1 (stereo not given) | 2 | -3 | -3 | -5 | -3 | -0.3 | / | -0.7 | -2 | 9
c1csc(-c2nnc(N3CCOCC3)c3ccccc23)c1 | 0 | -7 | -9 | -1 | 0 | -0.2 | -6 | 0.0 | 5 | 0
CCOC(=O)C1CCCN(C(=O)c2cccc(NC(=O)C(CC)CC)c2)C1 (stereo not given) | 15 | 14 | 2 | 0 | 2 | -2.1 | -12 | -0.1 | 0 | -5
CC1Cc2ccccc2N1C(=O)C1CCCCN1S(=O)(=O)c1ccccc1 (stereo not given) | 28 | -1 | -9 | -2 | -8 | -2.5 | -9 | 0.6 | 4 | -3
COc1ccc(CN2C(=O)CS/C2=N/N=C/c2cccs2)cc1 | -1 | 0 | -1 | -8 | 0 | -1.0 | 19 | 18 | -2 | /
CCC(=O)Nc1nc2ccc(NC(=O)c3cc(OC)c(OC)c(OC)c3)cc2s1 | 18 | -4 | -5 | -1 | -1 | -2.4 | -64 | 4.8 | 2 | -5
CCOc1ccccc1NC(=O)CCCn1cc([N+](=O)[O-])cn1 | -10 | -1 | 0 | -1 | 3 | -2.6 | -14 | 2.2 | 6 | 8

Random excerpt: 5 compounds from above, in no set order.
SMILES | Rtt109 HAT inh | PKA-R2B activ | RTF Ca sens inh | DAGLB inhibitor | Keap1-Nrf2 PPI | CAL PDZ FP-1 | SR-BI uptake up | C-LANA FP | cardiac RTF act | CAL PDZ FP-2
COc1ccc(CN2C(=O)CS/C2=N/N=C/c2cccs2)cc1 | -1 | 0 | -1 | -8 | 0 | -1.0 | 19 | 18 | -2 | /
Cc1ccc(C2CCN(C(=S)NC(C)(C)C)C2)cc1 (stereo not given) | 2 | -3 | -3 | -5 | -3 | -0.3 | / | -0.7 | -2 | 9
Cc1cc(C)cc(NC(=O)CCn2c(=S)[nH]c3ccccc3c2=O)c1 | 14 | -16 | -3 | -1 | 2 | -2.3 | -11 | -0.5 | 1 | 1
c1csc(-c2nnc(N3CCOCC3)c3ccccc23)c1 | 0 | -7 | -9 | -1 | 0 | -0.2 | -6 | 0.0 | 5 | 0
Cc1cc(N2CCCCC2)nc2ccc(NC(=O)CCC(=O)NCCC(C)C)cc12 | 4 | -7 | -19 | 1 | -7 | -0.5 | -37 | 0.5 | 3 | 1
